# Screens (PubChem BioAssay)
# RAD54 branch: RAD54 (human) branch migration inhibition. RAD54 Holliday junction branch migration, FAM/BHQ fluorescence. 360,000 compounds, 0.14% hits. Q92698. inhibition, % at 10.4 µM;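 active = mean normalized replicate activity at least 40 and at least half of replicates scoring 40 or more; inconclusive = only one of the two criteria met; inactive = mean below 40 and under half of replicates reaching 40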;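 note: 0% = median of neutral control wells and 100% = median of positive control wells; inhibitors cause a drop in the FAM fluorescence signal; in these data hits start at about 50%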
# PGC1a acetyl inh: PGC1a acetylation modulation, inhibitor mode | U2OS PGC1a acetylation, AlphaScreen anti-acetyl-lysine; with virally co-expressed GCN5 acetyltransferase | inhibition, % at 15.6 µM | 350,000 compounds, 0.17% hits | AID 651687;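 active = every replicate shows inhibition of at least 40%; inconclusive = mean inhibition at least 40% but some replicate below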;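 note: 0% = neutral control wells and 100% = positive control wells; some results beyond the cut were filed as inactive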
# ERAP1 HTS inh: blocks human ERAP1 aminopeptidase activity | recombinant ERAP1, Leu-AMC fluorescence, 60 min | 340,000 compounds, 0.15% hits | AID 652197 | inhibition, % at 10.7 µM | Q9NZ08;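 active = mean replicate inhibition of at least 30%, or all replicates individually reaching that 30% level; inactive = mean below 30% and not every replicate reaching it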;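 note: 0% = neutral control wells and 100% = L-leucinethiol positive control wells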
# Cneo AK release: Cryptococcus neoformans lysis via adenylate kinase release | C. neoformans lysis, adenylate kinase release luminescence, 4 h; normalised: neutral wells 0, clomiphene wells 100 | lysis activity, % at 15 µM | 360,000 compounds, 0.2% hits | AID 651654;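 active = mean lysis activity across replicates of at least 80%, whatever share of replicates individually reach that level; inactive = mean lysis activity below 80%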
#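 Signal: Adenylate kinase release luminescence | Assay system: Log-phase Cryptococcus neoformans yeast cells | Input: Cells at 5 × 10^6 per mL | Buffer or medium: Fresh YPD growth medium | Compound: Single dose | Schedule: Static 4 h at 37 °C with compound, 1 h detection | Controls: Clomiphene | Read-out: Luminescence rise reflecting yeast cell lysis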
# PglD DTNB: blocks C. jejuni PglD acetyltransferase activity; purified PglD enzyme, DTNB colorimetric CoA detection; inhibition, % at 12.5 µM; 360,000 compounds, 0.098% hits; AID 602405; in the data active = inhibition above about 16%, passing the limit was not always enough; inconclusive = no clear call, values can overlap the other calls; note: strong numbers were not always called active
# RAD52 inh: inhibitors of human RAD52 DNA annealing | P43351 | recombinant RAD52 DNA annealing, FRET fluorescence | inhibition, % at 18.7 µM | 360,000 compounds, 0.46% hits | AID 651710;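 active = every replicate showing at least 50% inhibition; inconclusive = mean inhibition at least 50% but not in every replicate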
# Target sequence (P43351 whole entry, looked up): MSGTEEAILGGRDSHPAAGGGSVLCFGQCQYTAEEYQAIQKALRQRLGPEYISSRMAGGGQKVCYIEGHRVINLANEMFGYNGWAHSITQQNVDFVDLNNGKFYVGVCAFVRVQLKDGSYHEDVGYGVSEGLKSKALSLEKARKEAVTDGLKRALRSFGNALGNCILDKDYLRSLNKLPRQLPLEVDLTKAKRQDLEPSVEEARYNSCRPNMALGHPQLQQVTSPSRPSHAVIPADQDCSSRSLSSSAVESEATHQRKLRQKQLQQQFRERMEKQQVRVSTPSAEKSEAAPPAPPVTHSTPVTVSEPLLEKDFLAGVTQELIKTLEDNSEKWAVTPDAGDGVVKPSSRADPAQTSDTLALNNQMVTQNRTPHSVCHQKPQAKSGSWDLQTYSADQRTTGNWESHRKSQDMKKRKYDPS
# E-selectin induc: E-selectin induction on HUVECs. P16581. HUVEC E-selectin immunofluorescence imaging; normalized: neutral wells 0, TNF-alpha wells 100. activation, % at 7.58 µM. 260,000 compounds, 0.37% hits;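 active = mean E-selectin-positive cell signal at least 10% of the positive control, reached in at least 60% of replicates, without over 20% cell loss; inconclusive = no rule given, readout overlaps actives, possibly toxicity-flagged; inactive = the rest, including those meeting only one limit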;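 note: in these data hits start at about 27%; measured in HUVEC primary endothelial cells; signal is the percent of cells scored E-selectin positive by PE staining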
# Target sequence (P16581 whole entry, looked up): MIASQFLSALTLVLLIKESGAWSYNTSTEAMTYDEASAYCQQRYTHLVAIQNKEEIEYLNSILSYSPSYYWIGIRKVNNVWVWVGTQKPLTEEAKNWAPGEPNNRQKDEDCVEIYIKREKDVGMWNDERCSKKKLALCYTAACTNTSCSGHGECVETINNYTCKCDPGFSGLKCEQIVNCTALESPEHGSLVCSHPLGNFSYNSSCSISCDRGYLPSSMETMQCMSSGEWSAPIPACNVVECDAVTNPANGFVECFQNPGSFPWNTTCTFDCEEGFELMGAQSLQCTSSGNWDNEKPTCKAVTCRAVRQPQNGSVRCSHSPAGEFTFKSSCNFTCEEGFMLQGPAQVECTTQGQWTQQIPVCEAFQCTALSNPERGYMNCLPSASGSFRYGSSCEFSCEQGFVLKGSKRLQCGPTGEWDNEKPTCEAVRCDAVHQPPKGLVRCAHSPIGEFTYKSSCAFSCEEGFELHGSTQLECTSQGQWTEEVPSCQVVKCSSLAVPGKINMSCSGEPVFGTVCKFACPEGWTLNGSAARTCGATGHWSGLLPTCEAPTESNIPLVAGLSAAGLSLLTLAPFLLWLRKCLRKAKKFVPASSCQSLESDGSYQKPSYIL
#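 Assay system: HUVEC, human umbilical vein endothelial cells / Amount: 3,000 HUVEC/well / Controls: TNF-alpha positive control, DMSO neutral control / Compound dosing: single concentration / Medium: EGM-2 over gelatin coat / Evaluation: percent E-selectin-positive cells / Signal: immunofluorescence imaging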
# miR-122 sensor: inhibitors of miR-122 in Huh7 cells. Huh7 miR-122 Renilla luciferase sensor, 48 h; neutral wells = 0, positive control = 100. activation (reporter increase), % at 12.5 µM. 340,000 compounds, 0.3% hits;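 active = mean replicate activation score at least 90 and every replicate individually at or above 90; inconclusive = only one of the two criteria met; inactive = neither criterion met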;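 note: higher luciferase means less miR-122 activity so hits act as miR-122 inhibitors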
# * hit, by the source's call; ? = inconclusive; / = no result given; [ ] = another dose, or the depositor's remark.
canonical_smiles | RAD54 branch | PGC1a acetyl inh | ERAP1 HTS inh | Cneo AK release | PglD DTNB | RAD52 inh | E-selectin induc | miR-122 sensor
OCC1(CCOc2ccccc2)CCN(Cc2ccncc2)CC1 | -3 | 11 | 0 | 4 | 4 | -20 | 0.1 | 3
Cc1ccc(CNc2ccc(O)cc2)cc1 | -13 | 9 | / | -8 | 2 | / | / | 1
Cn1c(-c2ccc(C(F)(F)F)cc2)cc2onc(-c3ccccc3)c2c1=O | -16 | / | -2 | 3 | -4 | -1 | 0.2 | -3
Cc1noc(C)c1S(=O)(=O)N(C)C[C@H]1OCCCC[C@@H](C)Oc2ccc(NC(=O)c3ccccc3)cc2C(=O)N([C@H](C)CO)C[C@@H]1C | -7 | -14 | 0 | -2 | 3 | -26 | 0.9 | -3[16.7 µM]
CCOC(=O)C1CCN(S(=O)(=O)c2ccc3c(ccn3C)c2)CC1 | 5 | 9 | 1 | 1 | 5 | -9 | / | 1
CCN(CC(=O)Nc1ccc2c(c1)OCCO2)c1ccc(S(=O)(=O)N2CCOCC2)cn1 | -28 | -13 | / | -3 | 1 | / | / | 8
CO[C@@H]1CN(C)C(=O)c2ccc(NC(=O)NC(C)C)cc2OC[C@H](C)N(Cc2ccccn2)C[C@@H]1C | -1 | -4 | 3 | -1 | 2 | 11 | -0.1 | /
CSCC[C@H](NC(=O)c1ccc2c(c1)OCO2)c1nnc2ccccn12 | 3 | -7 | 3 | 2 | -3 | -15 | -0.1 | -9
O=[N+]([O-])c1ccc(C(S(=O)(=O)Cc2ccccc2)S(=O)(=O)Cc2ccccc2)cc1 | -8 | / | -7 | -2 | 7 | -4 | / | /
Cc1ccc(NS(=O)(=O)c2ccc(-c3coc(C)n3)cc2)c(C)c1 | -10 | -14 | -3 | 1 | 7 | -19 | / | -1
CS(=O)(=O)c1cccc(C(=O)NCc2ccc(F)cc2)c1 | -4 | -10 | / | -2 | -3 | / | / | -2
COC(=O)Nc1ccc(S(=O)(=O)NNC(=O)c2c(O)c3ccccc3n(C)c2=O)cc1 | -1 | -4 | 0 | -2 | -1 | -17 | / | -1
C[C@@H]1CN([C@H](C)CO)C(=O)c2cc(NC(=O)CCCCCC(=O)Nc3ccccc3N)ccc2O[C@@H]1CN(C)Cc1ccc(Oc2ccccc2)cc1 | / | 1 | -1 | / | / | -53 | -0.2 | /
O=C(c1ccccc1)N1C[C@H]2[C@@H](c3ccccc31)[C@H](CO)N2C(=O)CN1CCOCC1 | -6 | 4 | 3 | -5 | 2 | 8 | 0.3 | 8[16.7 µM]
C[C@@H]1CN([C@@H](C)CO)C(=O)Cc2cc(NC(=O)Cc3cn(C)c4ccccc34)ccc2O[C@@H]1CN(C)S(=O)(=O)c1cn(C)cn1 | -3 | -6 | 4 | -2 | -1 | -6 | -0.1 | -2[16.7 µM]
CCCC(C)C(=O)Nc1nc(C)c(-c2csc(Nc3ccccc3OC)n2)s1 (stereo not given) | -3 | -4 | -3 | -1 | -1 | -7 | 0.4 | 5
CCC(=O)Nc1ccc2c(c1)C(=O)N(C)[C@H]1CC[C@H](CC(=O)NCCc3ccccc3)O[C@H]1CO2 | -7 | 2 | -2 | 1 | 5 | 1 | 0.0 | 10[16.7 µM]
Cc1csc(NC(=O)C(C)Oc2ccc(Br)cc2)n1 (stereo not given) | 8 | 0 | -1 | 1 | 0 | -16 | 0.9 | -2
O=C(CCC(=O)N1CCOc2ccccc21)N1CCOCC1 | -4 | -6 | 3 | -1 | -1 | -8 | -0.3 | -5
CCOC(=O)C1CCN(C(=O)c2ccc(NC(=O)C3CCCO3)cc2)CC1 (stereo not given) | -12 | -2 | / | 10 | 10 | / | -0.1 | -2
O=C1Cc2cc(S(=O)(=O)N3CCN(c4ccccc4)CC3)ccc2N1 | -1 | -3 | 2 | 0 | 7 | -8 | 0.2 | 8
COc1ccccc1CNC(=O)C[C@@H]1CC[C@@H]2[C@H](COC[C@H](O)CN2C(=O)Nc2ccc(Cl)cc2)O1 | 1 | ? | -6 | -11 | -1 | -2 | 0.0 | 1[16.7 µM]
O=C1CC(c2ccc(S(=O)(=O)N3CCCCC3)cc2)CN1 (stereo not given) | -7 | 1 | / | -6 | 0 | / | / | -3
CC1(C)CC(=O)C(C=NCCO)=C(O)C1 | -6 | -3 | / | 2 | 8 | / | / | -2
CCOC(=O)NCc1ccc2[nH]c(C)cc2c1 | -8 | 12 | 3 | 136* | -5 | -12 | / | -4

# Next structures
canonical_smiles | RAD54 branch | PGC1a acetyl inh | ERAP1 HTS inh | Cneo AK release | PglD DTNB | RAD52 inh | E-selectin induc | miR-122 sensor
CC(=O)Nc1ccc(C=NNc2ccc([N+](=O)[O-])cc2S(=O)(=O)Nc2ccccc2C(=O)O)cc1 | -23 | / | -25 | -2 | -1 | -29 | / | /
CC(OC(=O)CNC(=O)C1CCCCC1)C(=O)NCc1ccccc1 (stereo not given) | 6 | -1 | -1 | 2 | -2 | 7 | 0.0 | -3
COc1ccc(CN(C2CCCC2)S(=O)(=O)c2ccc(-n3cnnn3)c(OC)c2)cc1OC | -8 | -2 | -1 | -2 | 1 | -5 | / | 6
C/C(CC(=O)Nc1ccccc1C#N)=N\NC(=O)c1ccncc1 | -2 | -15 | 4 | -2 | -5 | -8 | -0.2 | 4
C=C(C)c1cccc(C(C)(C)NC(=O)Nc2nncs2)c1 | -2 | 1 | / | 0 | 7 | -3 | 0.4 | 0
CC(C)(Oc1ccc(Cl)cc1)C(=O)NCc1ccncc1 | -15 | 8 | / | 0 | -5 | / | / | 1
CCCCNC(=O)C1(C)CCC(=O)N1C1CCN(Cc2ccccc2)CC1 (stereo not given) | 2 | 2 | -4 | 5 | 3 | -10 | 0.1 | 4
CN1C(=O)c2ccccc2N(C)C1c1ccc(F)cc1 (stereo not given) | -15 | / | -3 | 0 | 3 | -5 | -0.2 | /
Cc1ccc2c(c1)c1c(n2C)-c2[nH]ncc2CC1 | -3 | -5 | / | 0 | 4 | / | / | -11
CCc1cccc2c(SC(C)C(=O)NCC3CCCO3)nc(-c3ccccc3)nc12 (stereo not given) | 6 | 3 | / | -2 | 4 | / | / | -6
Cc1cc(C)c(C)c(OCCCCN(C)Cc2ccccc2)c1 | 6 | / | -1 | 10 | -1 | 24 | / | /
COc1ccc(-c2cc(NC(C)=O)c3ncc(-c4cc(OC)c(OC)c(OC)c4)n3c2)cn1 | -5 | -1 | 1 | -14 | -8 | -11 | 1.4 | 107*
CCOc1ccccc1NC(=O)c1cccc(NC(=O)c2ccco2)c1 | -4 | -6 | / | -1 | -6 | / | / | 57
CN1CCC(N(C)S(=O)(=O)c2ccc(NC(=O)COc3ccc(Cl)cc3)cc2)CC1 | 23 | / | -4 | 1 | -1 | 1 | / | /
COC(=O)C(NC(=O)CCc1nnc2ccc(N3CCCCC3)nn12)C(C)C (stereo not given) | 2 | -1 | -1 | -2 | -5 | 3 | ? | /
CN(C)CC(=O)N1[C@@H]2c3ccc(-c4ccccc4)c(=O)n3C[C@H]1[C@H](CO)[C@H]2C(=O)N1CCN(C)CC1 | 3 | / | -6 | 3 | 1 | 4 | -0.4 | /
c1ccc(-c2ccccc2OCCOCCN2CCOCC2)cc1 | 8 | / | -3 | 1 | -1 | -3 | -0.3 | /
CC(C)c1ccc(S(=O)(=O)N2CCN(C(=O)C3CC3C)CC2)cc1 (stereo not given) | 1 | / | 4 | 4 | -7 | 9 | -0.7 | -4
CCNC(=S)NNC(=O)c1csc(C(C)C)c1 | 3 | 2 | / | 3 | -4 | / | / | 5
OCCNCc1cccc(Br)c1 | 0 | -3 | 2 | -2 | 11 | -6 | / | /
COc1ccc(NC(=O)c2ccc3c(c2)C(=O)N(CC2CCCO2)C3=O)cc1O (stereo not given) | 0 | 1 | 2 | -1 | -2 | -10 | 0.0 | 3
COCCCN(C(=O)Cn1ncc2c(=O)oc3ccc(C)cc3c21)C(C)c1ccncc1 (stereo not given) | -5 | -14 | 3 | -6 | -3 | -9 | -0.1 | -2
Cc1n[nH]c(C)c1CCNC(=O)C1CCC(=O)N(CCc2cccc(F)c2)C1 (stereo not given) | 10 | / | 3 | 12 | -3 | -5 | -0.2 | /
Cc1ccc(Nc2nc(N)c([N+](=O)[O-])c(NCc3ccco3)n2)cc1C | -15 | / | / | -1 | 2 | / | / | 5
CCc1ccc(NC(=O)CCC(=O)Nc2nnc(C(C)C)s2)cc1 | -10 | / | -1 | 1 | -3 | -5 | 1.1 | /

# Further structures
canonical_smiles | RAD54 branch | PGC1a acetyl inh | ERAP1 HTS inh | Cneo AK release | PglD DTNB | RAD52 inh | E-selectin induc | miR-122 sensor
NNC(=O)COc1ccc(C2SCCS2)cc1 | / | 1 | -2 | / | / | 7 | 1.9 | /
CCCc1cc(=O)[nH]c(SCC(=O)Nc2ccccc2C#N)n1 | -10 | -2 | / | 0 | 6 | / | / | 6
Cc1ccc(S(=O)(=O)N(C)C[C@@H]2Oc3ccc(NS(=O)(=O)c4ccccc4)cc3C(=O)N([C@H](C)CO)C[C@@H]2C)cc1 | 0 | -18 | 1 | 2 | 1 | 9 | 0.0 | 5[16.7 µM]
Cc1ccccc1C(=O)NNC(=O)c1ccncc1 | -1 | / | 1 | 1 | -5 | -3 | 0.0 | /
CO/N=C(\c1ccccc1)c1cccnc1 | -8 | -23 | -2 | -2 | -3 | -2 | / | -3
CSc1ccccc1NC(=O)Cc1ccccc1 | -1 | 32 | -1 | 0 | -2 | 13 | -0.8 | -1
Cc1ccc(NC(=O)CSc2ccc(-c3ccco3)nn2)cc1 | / | 3 | -1 | / | / | -16 | -0.1 | /
COc1ccc(CCNC(=O)c2nonc2N)cc1 | -1 | 2 | / | 4 | 1 | / | / | -1
COc1cc(C(=O)N2CCC(N3CCCCCC3)CC2)cc(OC)c1OC | 1 | 7 | / | 0 | 3 | / | / | -2
CSc1ccc(CNC(=O)C2CCC(=O)N(Cc3cccc(F)c3)C2)cc1 (stereo not given) | -7 | 22 | 1 | -2 | -6 | -37 | / | -1
CNC[C@H]1Oc2c(NC(=O)NC3CCCCC3)cccc2C(=O)N([C@H](C)CO)C[C@H]1C | -3 | 0 | 2 | 0 | 2 | -10 | 0.1 | 1[16.7 µM]
COCCCn1c(SCC(=O)Nc2sc3c(c2C#N)CCCC3)nnc1-c1ccncc1 | 6 | / | 0 | 1 | 3 | -18 | / | /
